Source: PubChem
PAFAH2 inh = PAFAH2 enzyme inhibitors, primary screen, biochemical, fluorescence polarization, human; recombinant PAFAH2, FP-rhodamine activity probe; inhibition, % at 3.39 µM; AID 492956, 2010; actives 0.99% (n = 340,000);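 active means inhibition above the mean over all tested compounds plus 3 SD, cut at about 30% in these data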;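 further: inhibitors block probe labeling of enzyme so polarization drops; 0% = enzyme with DMSO and 100% = wells lacking PAFAH2 protein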
LYPLA2 counter = LYPLA2 inhibitors, primary screen, counter-screen for PME1 inhibitor project, biochemical, fluorescence polarization, FP-Rh probe ABPP | recombinant LYPLA2 | inhibition, % at 5.9 µM | actives 0.38% (n = 320,000) | AID 2177, 2009;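 active means inhibition above the screen-wide mean plus 3 SD, limit set per campaign, cut at about 26% in these data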;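 further: 0% = LYPLA2 with DMSO and 100% = wells lacking LYPLA2 enzyme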
PAFAH1B3 FP inh = PAFAH1B3 enzyme inhibitors, primary screen, biochemical, fluorescence polarization, human; Platelet-activating factor acetylhydrolase IB subunit alpha1 (Homo sapiens), Q15102; actives 0.28% (n = 340,000); inhibition, % at 3.39 µM; recombinant PAFAH1B3, FP-rhodamine probe;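 active means inhibition above the screen-wide average of all tested compounds plus 3 SD, cut at about 25% in these data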;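 further: 0% = enzyme with DMSO only and 100% = wells lacking PAFAH1B3 protein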
GSTO1 inh = inhibitors of recombinant GSTO1, primary screen, counter-screen for RBBP9 inhibitor project, biochemical, fluorescence polarization; Glutathione S-transferase omega-1 (Homo sapiens), P78417; actives 1.1% (n = 300,000); activity-based probe fluorescence polarization; inhibition, % at 5.96 µM;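 active means inhibition above the campaign mean inhibition plus 3 SD, cut at about 35% in these data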;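 further: 0% = GSTO1-1 with DMSO and 100% = wells lacking GSTO1-1 enzyme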
PAFAH1B2 inh = PAFAH1B2 enzyme inhibitors, primary screen, biochemical, fluorescence polarization, human; Platelet-activating factor acetylhydrolase IB subunit alpha2 (Homo sapiens), P68402; recombinant PAFAH1B2, FP-rhodamine activity probe; inhibition, % at 3.39 µM; actives 1.2% (n = 340,000);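 active means inhibition above the mean of all tested compounds plus 3 SD, cut at about 24% in these data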;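 further: 0% = enzyme with DMSO and 100% = wells lacking PAFAH1B2; many of its hits are not listed in these tables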
pPAFAH FP inh = pPAFAH enzyme inhibitors, primary screen, biochemical, fluorescence polarization, human | recombinant pPAFAH, FP-rhodamine probe fluorescence polarization | AID 463082, 2010 | Platelet-activating factor acetylhydrolase (Homo sapiens), Q13093 | inhibition, % at 3.39 µM | actives 1.5% (n = 330,000);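 active means inhibition above the mean inhibition across the screen plus 3 SD, cut at about 25% in these data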;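 further: inhibitors block binding of the rhodamine activity-based probe so polarization drops; 0% = enzyme with DMSO and 100% = wells lacking pPAFAH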
Target sequence (Q13093 whole entry, looked up): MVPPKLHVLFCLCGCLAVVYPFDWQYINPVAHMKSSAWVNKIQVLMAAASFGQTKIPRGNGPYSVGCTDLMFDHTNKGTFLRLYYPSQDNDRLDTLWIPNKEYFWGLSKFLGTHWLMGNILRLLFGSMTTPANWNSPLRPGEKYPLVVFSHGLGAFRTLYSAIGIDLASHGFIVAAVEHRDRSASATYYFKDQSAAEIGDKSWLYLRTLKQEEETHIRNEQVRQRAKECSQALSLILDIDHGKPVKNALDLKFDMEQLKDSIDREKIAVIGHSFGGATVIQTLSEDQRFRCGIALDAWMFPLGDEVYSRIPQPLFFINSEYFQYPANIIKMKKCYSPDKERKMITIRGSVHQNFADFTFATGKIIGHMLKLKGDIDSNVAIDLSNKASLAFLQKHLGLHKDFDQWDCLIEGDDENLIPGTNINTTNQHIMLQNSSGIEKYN
PAD4 FP inh = human PAD4 inhibitors, primary screen, biochemical, fluorescence polarization, 1536-well format | Protein-arginine deiminase type-4 (Homo sapiens), Q9UM07 | AID 485272, 2010 | recombinant PAD4, RCA probe fluorescence polarization | actives 0.41% (n = 330,000) | inhibition, % at 6.36 µM;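 active means percent inhibition above a cutoff equal to the mean of all tested compounds plus 3 SD, cut at about 15% in these data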;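 further: 0% = PAD4 with RCA probe and DMSO and 100% = probe without PAD4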
Target sequence (Q9UM07 whole entry, looked up): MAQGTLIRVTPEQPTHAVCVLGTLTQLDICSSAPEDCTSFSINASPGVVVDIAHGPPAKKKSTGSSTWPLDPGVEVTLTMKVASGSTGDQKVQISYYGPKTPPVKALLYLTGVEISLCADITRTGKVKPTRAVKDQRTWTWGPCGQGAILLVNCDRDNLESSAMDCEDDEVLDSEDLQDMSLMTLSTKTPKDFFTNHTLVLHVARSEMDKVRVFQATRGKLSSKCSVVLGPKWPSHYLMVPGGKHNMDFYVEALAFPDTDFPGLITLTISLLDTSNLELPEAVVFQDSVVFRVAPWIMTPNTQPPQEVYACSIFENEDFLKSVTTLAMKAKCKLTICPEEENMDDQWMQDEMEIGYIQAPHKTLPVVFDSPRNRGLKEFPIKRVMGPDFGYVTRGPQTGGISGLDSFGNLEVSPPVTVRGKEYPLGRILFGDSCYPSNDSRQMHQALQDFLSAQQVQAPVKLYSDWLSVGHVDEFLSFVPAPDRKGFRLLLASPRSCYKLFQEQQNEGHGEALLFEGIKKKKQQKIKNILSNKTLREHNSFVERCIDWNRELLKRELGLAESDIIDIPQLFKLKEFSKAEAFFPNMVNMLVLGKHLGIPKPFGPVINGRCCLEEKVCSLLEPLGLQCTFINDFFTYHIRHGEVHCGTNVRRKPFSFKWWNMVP
LYPLA1 inh = LYPLA1 inhibitors, primary screen, counter-screen for PME1 inhibitor project, biochemical, fluorescence polarization, FP-Rh probe ABPP. inhibition, % at 5.9 µM. recombinant LYPLA1. actives 0.16% (n = 320,000). Acyl-protein thioesterase 1 (Homo sapiens), O75608;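 active means inhibition above the mean of all tested compounds plus 3 SD, set per campaign, cut at about 14% in these data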;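 further: inhibitors block serine hydrolase probe labeling of LYPLA1 so polarization falls; 0% = enzyme with DMSO and 100% = wells lacking LYPLA1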
PREPL inh = PREPL enzyme inhibitors, primary screen, biochemical, fluorescence polarization; recombinant PREPL, fluorescence polarization activity-based probe; actives 0.68% (n = 320,000); Prolyl endopeptidase-like (Homo sapiens), Q4J6C6; inhibition, % at 5.96 µM; in the data active means inhibition above about 43%;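 further: 0% = enzyme with DMSO and 100% = wells lacking enzyme; many of its hits are not listed in these tables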
Numbers without * were called inactive; / = no result given. Not all compounds are listed; count on the stated rates, not on these rows.

SMILES	PAFAH2 inh	LYPLA2 counter	PAFAH1B3 FP inh	GSTO1 inh	PAFAH1B2 inh	pPAFAH FP inh	PAD4 FP inh	LYPLA1 inh	PREPL inh
O=C(O)/C=C/C(=O)NCCC(c1ccccc1)c1ccccc1	4	-1	1	-8	13	2	-4	1	3
CCOc1cc(/C=C2/SC(=S)NC2=O)ccc1OC(=O)c1ccco1	-7	-26	-20	-16	-7	-29	-17	-13	66*
Cc1cccc(C(=O)Nc2ccc(S(=O)(=O)N3CCOCC3)cc2C)c1	-3	1	15	0	1	1	0	-1	5
N#CCCn1cc(/C=N/NC(N)=S)c(-c2ccc(-c3ccccc3)cc2)n1	-4	-14	2	-14	-3	12	0	-11	7
COc1ccc(N2CCN(C(CNC(=O)C(=O)NCCC3=CCCCC3)c3ccco3)CC2)cc1 (configuration not stated)	11	0	2	-2	1	2	1	5	5
COc1cc(C2C(C#N)=C(N)Oc3cc(C)n(CCN4CCOCC4)c(=O)c32)cc(OC)c1OC (configuration not stated)	-3	11	-6	10	1	1	-4	1	5
CC1=NNC(=O)C1CCC(=O)N/N=C/c1ccc(Cl)cc1Cl (configuration not stated)	-2	3	-1	6	6	3	1	0	1
COc1ccc(N2C(=O)c3ccc(C(=O)Nc4cc(OC)ccc4OC)cc3C2=O)cc1	-4	12	9	-6	2	1	2	4	17
Oc1ccc[n+](/C=C\c2ccccc2)c1	-8	0	13	5	9	0	-2	-1	-5
O=C(CSc1nnnn1C1CCCC1)NCc1ccc2c(c1)OCO2	-3	2	7	17	-3	3	1	3	-1
O=C(c1ccc2c(c1)OCO2)N1CCc2ccccc21	-2	4	8	5	5	0	5	3	4
Cc1cc(NC(=O)CCC(=O)N(C(C(=O)NC(C)(C)C)c2ccccc2Cl)C(C)(C)C)no1 (configuration not stated)	6	14	1	2	4	2	-1	4	18
Cn1ncc(Cl)c1C(=O)N1CCN(c2ccc(F)cc2)CC1	-4	-5	-3	0	4	0	-2	-1	7
CC(C)[C@H](NC(=O)c1ccccc1F)C(=O)NCc1ccc(S(N)(=O)=O)cc1	-3	2	-1	1	-4	-2	-1	2	-2
CC(C)c1ccc(NC2CCCN(C(=O)CCN3CCOCC3)C2)cc1 (configuration not stated)	-8	-2	1	2	1	2	8	6	9

13 entries from above in a different format:
The line under a structure holds: PAFAH2 inh | LYPLA2 counter | PAFAH1B3 FP inh | GSTO1 inh | PAFAH1B2 inh | pPAFAH FP inh | PAD4 FP inh | LYPLA1 inh | PREPL inh
Cc1cccc(C(=O)Nc2ccc(S(=O)(=O)N3CCOCC3)cc2C)c1
    -3 | 1 | 15 | 0 | 1 | 1 | 0 | -1 | 5
N#CCCn1cc(/C=N/NC(N)=S)c(-c2ccc(-c3ccccc3)cc2)n1
    -4 | -14 | 2 | -14 | -3 | 12 | 0 | -11 | 7
COc1ccc(N2CCN(C(CNC(=O)C(=O)NCCC3=CCCCC3)c3ccco3)CC2)cc1 (configuration not stated)
    11 | 0 | 2 | -2 | 1 | 2 | 1 | 5 | 5
COc1cc(C2C(C#N)=C(N)Oc3cc(C)n(CCN4CCOCC4)c(=O)c32)cc(OC)c1OC (configuration not stated)
    -3 | 11 | -6 | 10 | 1 | 1 | -4 | 1 | 5
CC1=NNC(=O)C1CCC(=O)N/N=C/c1ccc(Cl)cc1Cl (configuration not stated)
    -2 | 3 | -1 | 6 | 6 | 3 | 1 | 0 | 1
COc1ccc(N2C(=O)c3ccc(C(=O)Nc4cc(OC)ccc4OC)cc3C2=O)cc1
    -4 | 12 | 9 | -6 | 2 | 1 | 2 | 4 | 17
Oc1ccc[n+](/C=C\c2ccccc2)c1
    -8 | 0 | 13 | 5 | 9 | 0 | -2 | -1 | -5
O=C(CSc1nnnn1C1CCCC1)NCc1ccc2c(c1)OCO2
    -3 | 2 | 7 | 17 | -3 | 3 | 1 | 3 | -1
O=C(c1ccc2c(c1)OCO2)N1CCc2ccccc21
    -2 | 4 | 8 | 5 | 5 | 0 | 5 | 3 | 4
Cc1cc(NC(=O)CCC(=O)N(C(C(=O)NC(C)(C)C)c2ccccc2Cl)C(C)(C)C)no1 (configuration not stated)
    6 | 14 | 1 | 2 | 4 | 2 | -1 | 4 | 18
Cn1ncc(Cl)c1C(=O)N1CCN(c2ccc(F)cc2)CC1
    -4 | -5 | -3 | 0 | 4 | 0 | -2 | -1 | 7
CC(C)[C@H](NC(=O)c1ccccc1F)C(=O)NCc1ccc(S(N)(=O)=O)cc1
    -3 | 2 | -1 | 1 | -4 | -2 | -1 | 2 | -2
CC(C)c1ccc(NC2CCCN(C(=O)CCN3CCOCC3)C2)cc1 (configuration not stated)
    -8 | -2 | 1 | 2 | 1 | 2 | 8 | 6 | 9

Other results follow:
SMILES	PAFAH2 inh	LYPLA2 counter	PAFAH1B3 FP inh	GSTO1 inh	PAFAH1B2 inh	pPAFAH FP inh	PAD4 FP inh	LYPLA1 inh	PREPL inh
O=C(Cn1c(-c2ccc(Cl)cc2)noc1=O)N1CCN(c2ccccc2F)CC1	2	3	4	-6	3	3	2	-1	-73
COc1ccc(-n2c(Cc3cccn3C)nnc2SCC(=O)Nc2ccc3c(c2)OCO3)cc1	12	2	11	9	1	9	3	2	21
O=C(COc1ccccc1C(=O)NCc1ccccc1)Nc1ccccc1	10	-10	3	/	2	1	-3	-4	-7
CC/C(=N\NC(=O)C1CC1)c1cccc(Cl)c1	6	-1	9	11	10	7	-3	-2	-11
CN(Cc1ccco1)c1ncnc2ccc(-c3ccc4c(ccn4C)c3)cc12	0	-14	-3	/	5	2	-6	-1	30
CC[C@]12c3[nH]c4ccc(Cl)cc4c3CCN1C(=O)[C@@H](CC(=O)NCc1ccc(OC)c(OC)c1)C[C@@H]2C(=O)N1CCN(C(=O)c2ccco2)CC1	-4	/	2	/	1	4	-1	/	/
CCCCN(C(=S)Nc1cccc(SC)c1)C1CCN(C(C)=O)CC1	13	-3	9	7	4	6	-6	-3	9
COc1ccc(S(=O)(=O)c2ccc(O)cc2)cc1	4	2	7	4	8	0	1	1	5
COc1ccc(CNC(=O)COC(=O)/C=C/c2ccco2)cc1	4	9	0	-2	-4	5	1	3	14
Cc1[nH]c2ccc(F)cc2c1CCN(Cc1ccncc1)C(=S)Nc1cccc(F)c1	5	-12	9	-5	9	8	3	-11	2
Cc1ccc(S(=O)(=O)CC(c2ccccc2)N2CCCCC2)cc1 (configuration not stated)	-1	5	0	5	9	9	-3	2	6
O=c1cc(-c2ccc(O)cc2)oc2c(O)c(O)c(O)c(O)c12	69*	-15	52*	27	26*	37*	-5	-14	20
CN(C(=O)c1ccc2c(=O)n3c(nc2c1)CCCCC3)c1cccc(Cl)c1	-8	-1	-5	0	1	4	-1	-2	8
CCN1CCN(c2ncnc3c2cnn3-c2ccc(C)cc2C)CC1	8	6	-2	6	2	-3	10	3	15
CC(C)(C)NC(=O)CN(C(=O)Cn1nnc(-c2ccc(Cl)cc2)n1)C1CCN(Cc2ccccc2)CC1	1	1	5	0	4	0	-1	-2	25
CCOC(=O)C1=CNS(=O)(=O)NC1c1ccc2ccccc2c1 (configuration not stated)	4	/	-3	/	3	-4	-4	/	/
Cc1cc(C)nc(N/N=C/C(Cl)=C/c2ccccc2)n1	2	-4	5	3	5	2	-5	3	9
CC(C)(C)c1ccc(-n2ncc3c2CCCC3NC(=O)CCN2CCCCC2=O)cc1 (configuration not stated)	26	14	9	9	2	64*	-3	5	3
CC(C)c1ccc2c(c1)C(c1cccs1)=NNC(c1ccncc1)=N2	3	5	-1	8	1	6	4	-1	-4
O=C(CSc1ncn(-c2ccccc2)n1)Nc1nc2c(s1)CCCC2	8	-4	9	7	-1	0	-10	-6	-19
O=S(=O)(/N=C(/c1ccc(F)cc1)N1CCCCC1)c1ccc(Cl)cc1	-4	-4	1	-1	8	2	-1	4	20
CC(=O)c1cccc(NC(=O)N2CCCC2C(=O)Nc2ccccc2C)c1 (configuration not stated)	-5	0	3	-9	3	5	-5	1	8
COc1ccccc1CC(=O)NCC1CCCO1 (configuration not stated)	-2	8	12	9	0	4	-1	-2	7
CS(=O)(=O)c1nc(S(=O)(=O)c2ccc(Cl)cc2)c(N2CCCCCC2)s1	1	2	4	4	12	1	4	-5	3
COc1ccc(S(=O)(=O)NCCSc2ccccc2)cc1OC	-12	-2	3	2	24	7	-2	-3	-8
COc1ccc(-c2csc(NC3CCCCC3)n2)c(OC)c1	-9	2	6	1	2	1	-3	1	-4
CC(C)(C)OC(=O)N1CCCC(C(=O)CC#N)C1 (configuration not stated)	-5	2	2	16	3	4	-1	-3	6
CCCCC(=O)Nc1cc(NC(=O)CCCC)cc(C(=O)O)c1	-1	-1	7	1	8	0	-5	-1	0
COc1ccc(NC(=O)Cc2ccccc2F)cn1	-4	-3	5	17	1	-5	4	0	14
COc1ccc(CC(=O)NC2CCS(=O)(=O)C2)cc1 (configuration not stated)	0	3	10	7	3	1	2	1	4
Cc1sc2nc(CC(=O)NN)[nH]c(=O)c2c1C	-2	-4	7	1	-2	1	-4	-2	-5
CCc1nnc(NC(=O)C2CCCN2S(=O)(=O)c2ccccc2)s1 (configuration not stated)	2	8	-1	1	-5	9	-1	6	3
COc1ccc(CCn2c(=N)c(C(=O)NCC3CCCO3)cc3c(=O)n4ccccc4nc32)cc1 (configuration not stated)	15	-2	0	-1	-5	11	-1	-3	35
CC(C)(C)NC(=O)C(=O)NNC(=O)c1ccccc1Br	2	7	-1	2	4	1	-2	2	9
Cc1csc(NC(=O)CSc2nnc(-c3ccoc3C)n2CCc2ccccc2)n1	6	-4	5	1	1	3	-1	-1	0
CSc1ccc(/C=C/C(=O)OCC(=O)N2CCN(S(=O)(=O)c3ccc(C)cc3C)CC2)cc1	-11	-2	-5	/	-5	7	3	-2	6
CCN1C(=O)C(O)(CC(=O)/C=C/C=C/c2ccccc2)c2ccccc21 (configuration not stated)	-1	-9	7	-12	4	1	5	-5	-11
O=C(NCC1CCCN(Cc2ccc3nonc3c2)C1)c1cccc(C(F)(F)F)c1 (configuration not stated)	-4	7	4	4	9	4	2	1	4
Cc1ccc(C(=O)NCCCNC(=O)Cc2ccccc2)cn1	3	1	0	2	4	-2	-3	-2	3
CCOc1ccc(N2CC(C(=O)Nc3ccc(S(=O)(=O)N4CCOCC4)cc3)CC2=O)cc1 (configuration not stated)	-2	16	6	5	3	2	2	1	-4
O=C(COC(=O)C1CCN(S(=O)(=O)c2ccc3c(c2)OCCO3)CC1)Nc1ccc(C(F)(F)F)cc1	5	-38	6	-3	-4	7	1	-23	-16
Cc1nc2sc(C(c3ccc(Br)cc3)N3CC(C)OC(C)C3)c(O)n2n1 (configuration not stated)	2	-1	0	5	-4	-1	-7	-5	2
O=C(c1cccnc1)N1CCN(C(=O)c2cccs2)CC1	6	-2	3	-7	0	-1	2	-1	1
CCc1nnc(NC(=O)CSc2nnc(-c3ccco3)o2)s1	1	1	7	12	5	3	-6	-1	0
